P. falciparum M17LAP = P. falciparum M17LAP inhibitors, primary screen, biochemical, fluorogenic H-Leu-NHMec substrate, 1536-well (AID 1619); Leucine aminopeptidase (Plasmodium falciparum (isolate 3D7)); recombinant M17LAP, H-Leu-NHMec fluorogenic kinetic assay; higher % means a stronger effect; one-dose inhibition, % at 30 µM; IC50 in µM for titrated hits; hit rate 0.38% among 220,000;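 active means compound inhibiting the enzyme by more than half at any dose during confirmatory dose-response retesting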;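 further: plate controls were full reaction with DMSO carrier for no effect and no enzyme background for full effect; strong numbers were not always called active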
GPR55 activation = GPR55 agonists via beta-arrestin recruitment, primary screen, imaging, U2OS cells, beta-arrestin-GFP redistribution (AID 1961). U2OS GPR55 beta-arrestin-GFP redistribution imaging; higher % means a stronger effect. hit rate 0.048% among 290,000. activation, % at 10 µM; hits with a dose series show EC50 in µM. G-protein coupled receptor 55 (Homo sapiens);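 active means activation above 40% with more than 50 cells counted in the well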;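 further: U2OS osteosarcoma cells stably expressing GPR55 and beta-arrestin-GFP; plate controls were DMSO negative control for no effect and LPI positive control for full effect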
KOR beta-arrestin-1 = KOR agonists, beta-arrestin recruitment, primary screen, cell-based, luminescence, uHTS (AID 1777) | activation, % at 10 µM; hits with a dose series show EC50 in µM | KOR beta-arrestin recruitment, luminescence; higher % means a stronger effect | hit rate 0.02% among 280,000 | Kappa-type opioid receptor (Homo sapiens); in the data active means activation above about 50%, passing the limit was not always enough; further: a part of the inactive calls stands beside numbers as strong as those of hits
Dynein transport = inhibitors of GR-EGFP nuclear translocation, primary screen, dynein cargo transport inhibitor project, imaging, high-content, 3617.4 mouse cells; test concentration mostly 20 µM; stimulated with dexamethasone, 1 µM; stronger effect = lower value; z-score, hits read low; hit rate 0.47% among 220,000; AID 1381, 2008;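 active means plate z-score of nuclear minus cytoplasmic receptor signal below a set negative limit, without overly bright fluorescence or cell loss, cut at about -3.5 in these data, passing the limit was not always enough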;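 further: z-score of nuclear minus cytoplasmic ring GR-EGFP intensity difference per well; some compounds called inactive have numbers as strong as hits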
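medium = tetracycline-free induction medium containing charcoal-stripped FBS | probe or stimulus = dexamethasone, 1.0 µM final | timing = 48 h induction, then 1 h compound, then 30 min agonist, 37 °C | detection = automated 10x imaging of fixed Hoechst-stained cells | read-out basis = nuclear versus cytoplasmic GR-EGFP signal, averaged per well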
NOD2 inhibition = NOD2 signaling inhibitors, cell-based, luminescence, uHTS, HEK293 (AID 1566) | HEK293 NOD2/NF-kB luciferase reporter, luminescence; higher % means a stronger effect | hit rate 0.63% among 290,000 | inhibition, % at 4 µM; hits with a dose series show EC50 in µM; further: many of its hits are not listed in these tables
M1AAP inhibition = P. falciparum M1AAP inhibitors, biochemical, fluorogenic H-Leu-NHMec substrate, 1536-well (AID 1445). hit rate 0.42% among 220,000. inhibition, % at 30 µM; hits with a dose series show IC50 in µM. recombinant M1AAP, H-Leu-NHMec fluorogenic kinetic assay; higher % means a stronger effect;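 active means primary inhibition above the hit cutoff, then over 50% inhibition at one or more dose response concentrations, cut at about 23% in these data, passing the limit was not always enough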;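 further: plate controls were DMSO full reaction for no effect and no enzyme background for full effect; strong numbers were not always called active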
AID2073 = inhibitors of Mint1-CaV2.2 protein interaction, biochemical, HTRF (AID 2073) | HTRF protein-protein interaction, Mint1-CaV2.2; higher % means a stronger effect | Voltage-dependent N-type calcium channel subunit alpha-1B (Homo sapiens) | inhibition, % at 20 µM; hits with a dose series show IC50 in µM | hit rate 0.19% among 290,000; in the data active means inhibition mostly above about 51%, no sharp cut-off; further: some results filed as inactive read as strong as hits
NOD1 NF-kB reporter = NOD1 signaling inhibitors, primary screen, cell-based, luminescence, uHTS (AID 1578); NOD1-driven NF-kB luciferase reporter cells, luminescence; higher % means a stronger effect; inhibition, % at 4 µM, or EC50 in µM where a hit was titrated; hit rate 1% among 290,000; in the data active means inhibition mostly above about 36%, no sharp cut-off; inactive means mostly below about 34%;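 further: HEK-293T reporter cells stimulated with the NOD1 agonist gamma-tri-DAP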
KOR beta-arrestin-2 = KOR antagonists, beta-arrestin recruitment, cell-based, luminescence, uHTS (AID 1778). KOR beta-arrestin recruitment, luminescence, antagonist mode; higher % means a stronger effect. Kappa-type opioid receptor (Homo sapiens). hit rate 0.091% among 290,000. inhibition, % at 10 µM, or IC50 in µM where a hit was titrated; further: strong numbers were not always called active
Dynein transport cytoplasmic EGFP = further read-out of Dynein transport, marked with its call; z-score; measured here: cytoplasmic GR-EGFP intensity; stronger effect = higher value
Dynein transport nuclear GR-EGFP = also measured in Dynein transport; calls as there; z-score; measured here: nuclear GR-EGFP intensity;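 lower value marks the stronger effect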
Dynein transport cell count = also measured in Dynein transport; calls as there; z-score; measured here: cell count per field
* = called active by the depositor; [ ] = another dose, or the depositor's remark. Unless noted, no stated cut-off is given here; in the data, active means inhibition above about 50%; inactive means the rest.

For Cc1cc(O)c(C2(C(F)(F)F)NCCNC2=O)cc1C (centres undefined) the results were P. falciparum M17LAP 4%, GPR55 activation 0.2%, KOR beta-arrestin-1 -2.7%, Dynein transport -0.41, NOD2 inhibition 7%, M1AAP inhibition 1%, AID2073 6%, NOD1 NF-kB reporter -19%, KOR beta-arrestin-2 17%, Dynein transport cytoplasmic EGFP -0.2, Dynein transport nuclear GR-EGFP -0.2 and Dynein transport cell count 1.2.
For Cn1c(N)c(C(=O)COC(=O)CCCc2c[nH]c3ccccc23)c(=O)n(C)c1=O the results were P. falciparum M17LAP -1%, GPR55 activation 0.3%, KOR beta-arrestin-1 0.1%, Dynein transport -0.71, NOD2 inhibition -4%, M1AAP inhibition 9%, AID2073 -4%, NOD1 NF-kB reporter 3%, KOR beta-arrestin-2 12%, Dynein transport cytoplasmic EGFP -0.1, Dynein transport nuclear GR-EGFP -0.16 and Dynein transport cell count 0.44.
Screening O=C(NNc1nc(-c2ccccc2)cs1)c1ccco1 returned P. falciparum M17LAP 0%, GPR55 activation -0.2%, KOR beta-arrestin-1 1.2%, Dynein transport -0.45, NOD2 inhibition -2%, M1AAP inhibition -4%, AID2073 63%, NOD1 NF-kB reporter -31%, Dynein transport cytoplasmic EGFP -0.24, Dynein transport nuclear GR-EGFP -0.075 and Dynein transport cell count 1.3.
`O=C(NC1CCCCC1)N1CCN(c2ccccc2Cl)CC1` gave GPR55 activation -0.1%, KOR beta-arrestin-1 0.7%, NOD2 inhibition -8%, AID2073 8%, NOD1 NF-kB reporter -21% and KOR beta-arrestin-2 20%.
For C=CCNc1nc(C2(C)CC3(CC(C)OC3=O)C(=O)O2)cs1 (centres undefined) the results were P. falciparum M17LAP -1%, GPR55 activation 0.0%, KOR beta-arrestin-1 -5.9%, Dynein transport -0.69, NOD2 inhibition -2%, M1AAP inhibition 4%, AID2073 -8%, NOD1 NF-kB reporter -24%, KOR beta-arrestin-2 -25%, Dynein transport cytoplasmic EGFP -0.00012, Dynein transport nuclear GR-EGFP -0.13 and Dynein transport cell count -0.036.
`COCCNC(=O)c1ccccc1NS(=O)(=O)c1ccc(Br)s1` gave P. falciparum M17LAP 20%, GPR55 activation 0.0%, KOR beta-arrestin-1 -4.7%, Dynein transport 0.078, NOD2 inhibition 18%, M1AAP inhibition 3%, AID2073 -2%, NOD1 NF-kB reporter -1%, KOR beta-arrestin-2 0%, Dynein transport cytoplasmic EGFP -0.24, Dynein transport nuclear GR-EGFP 0.14 and Dynein transport cell count 0.092.
For Cc1ccc(Cn2c(C)nc3c(c2=O)c2nc4ccccc4nc2n3Cc2ccco2)cc1 the results were P. falciparum M17LAP -22%, GPR55 activation -0.1%, KOR beta-arrestin-1 -1.5%, Dynein transport -4.5*, NOD2 inhibition -7%, M1AAP inhibition 11%, AID2073 39%, NOD1 NF-kB reporter -15%, KOR beta-arrestin-2 -28%, Dynein transport cytoplasmic EGFP 0.48*, Dynein transport nuclear GR-EGFP -1.8* and Dynein transport cell count -0.43*.
`C/C(=N/NS(=O)(=O)c1ccc(F)cc1)c1ccncc1` gave GPR55 activation -0.2%, KOR beta-arrestin-1 -1.5%, NOD2 inhibition 6%, AID2073 -38%, NOD1 NF-kB reporter -6% and KOR beta-arrestin-2 31%.
Screening COc1cccc(-n2nnc3c(=O)n(CC(=O)Nc4ccccc4C)cnc32)c1 returned P. falciparum M17LAP -2%, GPR55 activation 0.4%, KOR beta-arrestin-1 -1.7%, Dynein transport 1.1, NOD2 inhibition 20%, M1AAP inhibition -1%, AID2073 17%, NOD1 NF-kB reporter -30%, KOR beta-arrestin-2 17%, Dynein transport cytoplasmic EGFP -0.14, Dynein transport nuclear GR-EGFP 1.2 and Dynein transport cell count -0.6.
Screening COc1ccccc1OCCC(=O)OCC(=O)Nc1cc(S(=O)(=O)N(C)C)ccc1Cl returned P. falciparum M17LAP -5%, GPR55 activation -0.4%, KOR beta-arrestin-1 2.4%, Dynein transport -2, NOD2 inhibition 4%, M1AAP inhibition 4%, AID2073 9%, NOD1 NF-kB reporter -31%, KOR beta-arrestin-2 8%, Dynein transport cytoplasmic EGFP -0.21, Dynein transport nuclear GR-EGFP -0.94 and Dynein transport cell count 0.82.

Brought forward from above: 2 compounds, then new ones.
Screening COc1cccc(-n2nnc3c(=O)n(CC(=O)Nc4ccccc4C)cnc32)c1 returned P. falciparum M17LAP -2%, GPR55 activation 0.4%, KOR beta-arrestin-1 -1.7%, Dynein transport 1.1, NOD2 inhibition 20%, M1AAP inhibition -1%, AID2073 17%, NOD1 NF-kB reporter -30%, KOR beta-arrestin-2 17%, Dynein transport cytoplasmic EGFP -0.14, Dynein transport nuclear GR-EGFP 1.2 and Dynein transport cell count -0.6.
Screening COc1ccccc1OCCC(=O)OCC(=O)Nc1cc(S(=O)(=O)N(C)C)ccc1Cl returned P. falciparum M17LAP -5%, GPR55 activation -0.4%, KOR beta-arrestin-1 2.4%, Dynein transport -2, NOD2 inhibition 4%, M1AAP inhibition 4%, AID2073 9%, NOD1 NF-kB reporter -31%, KOR beta-arrestin-2 8%, Dynein transport cytoplasmic EGFP -0.21, Dynein transport nuclear GR-EGFP -0.94 and Dynein transport cell count 0.82.
Screening O=C(NC(=S)Nc1ccc(S(=O)(=O)Nc2nccs2)cc1)c1ccc(Br)o1 returned P. falciparum M17LAP 20%, GPR55 activation 0.6%, KOR beta-arrestin-1 -5.3%, Dynein transport 0.29, NOD2 inhibition 24%, M1AAP inhibition 10%, AID2073 24%, NOD1 NF-kB reporter 8%, KOR beta-arrestin-2 4%, Dynein transport cytoplasmic EGFP -0.019, Dynein transport nuclear GR-EGFP 0.22 and Dynein transport cell count 0.0073.
Screening CC(NC(=O)c1ccco1)C1CCCO1 (centres undefined) returned P. falciparum M17LAP -35%, GPR55 activation -0.1%, KOR beta-arrestin-1 -1.0%, Dynein transport 0.36, NOD2 inhibition 5%, M1AAP inhibition 6%, AID2073 -3%, NOD1 NF-kB reporter -10%, KOR beta-arrestin-2 -16%, Dynein transport cytoplasmic EGFP -0.32, Dynein transport nuclear GR-EGFP 0.063 and Dynein transport cell count 0.74.
CC1=C(C(=O)Nc2ccccc2C)C(c2ccccc2)NC(=O)N1 (centres undefined) was read as P. falciparum M17LAP 7%, GPR55 activation -0.1%, KOR beta-arrestin-1 1.0%, Dynein transport 1.1, NOD2 inhibition 11%, M1AAP inhibition -3%, AID2073 -3%, NOD1 NF-kB reporter -8%, KOR beta-arrestin-2 -32%, Dynein transport cytoplasmic EGFP -0.19, Dynein transport nuclear GR-EGFP 0.85 and Dynein transport cell count -0.32.
CCNC(=S)N/N=C(\C)c1cc2ccccc2o1 was read as P. falciparum M17LAP 10%, GPR55 activation -0.4%, KOR beta-arrestin-1 7.1%, Dynein transport -0.98, NOD2 inhibition -27%, M1AAP inhibition 5%, AID2073 -18%, NOD1 NF-kB reporter -41%, KOR beta-arrestin-2 -7%, Dynein transport cytoplasmic EGFP -0.28, Dynein transport nuclear GR-EGFP -0.55 and Dynein transport cell count 0.55.
CC(Oc1ccc2c3c(c(=O)oc2c1)CCC3)C(=O)NCCN1CCOCC1 (centres undefined) was read as GPR55 activation -0.2%, KOR beta-arrestin-1 -1.5%, NOD2 inhibition -5%, AID2073 -4%, NOD1 NF-kB reporter -26% and KOR beta-arrestin-2 -16%.
For COCC(=O)N1CCC(Oc2ccc(C(=O)N[C@H](C(=O)OC)C(C)C)cc2)CC1 the results were GPR55 activation 0.1%, KOR beta-arrestin-1 -1.8%, NOD2 inhibition 1%, AID2073 7%, NOD1 NF-kB reporter -21% and KOR beta-arrestin-2 -51%[20 µM].
O=C(CN1CCN(C(c2ccccc2)c2ccccc2)CC1)NC(=O)NCc1ccco1 was read as P. falciparum M17LAP -2%, GPR55 activation 0.3%, KOR beta-arrestin-1 2.8%, Dynein transport 0.076, NOD2 inhibition 11%, M1AAP inhibition 0%, AID2073 0%, NOD1 NF-kB reporter 8%, KOR beta-arrestin-2 -30%, Dynein transport cytoplasmic EGFP -0.26, Dynein transport nuclear GR-EGFP -0.1 and Dynein transport cell count 0.7.
Cc1cc(=O)oc2cc(OCC(=O)NCCCN3CCCC3=O)ccc12 was read as GPR55 activation -0.2%, KOR beta-arrestin-1 -2.5%, NOD2 inhibition 18%, AID2073 13%, NOD1 NF-kB reporter -22% and KOR beta-arrestin-2 -6%.
Screening Cc1cc(C)nc(Nc2n[nH]c(C)n2)n1 returned P. falciparum M17LAP 4%, GPR55 activation 0.2%, KOR beta-arrestin-1 -4.4%, Dynein transport -0.62, NOD2 inhibition 13%, M1AAP inhibition 0%, AID2073 7%, NOD1 NF-kB reporter -29%, KOR beta-arrestin-2 -9%, Dynein transport cytoplasmic EGFP -0.33, Dynein transport nuclear GR-EGFP -0.24 and Dynein transport cell count 0.87.
`Cc1nc2c3ccccc3nc(NNC(=O)CCC(=O)N3CCC(C)CC3)n2n1` gave GPR55 activation -0.2%, KOR beta-arrestin-1 -2.8%, NOD2 inhibition 14%, AID2073 2%, NOD1 NF-kB reporter -19% and KOR beta-arrestin-2 24%.
Screening CCC(NC(=O)C1CCC1)c1ccccc1 (centres undefined) returned P. falciparum M17LAP 3%, GPR55 activation 1.4%, KOR beta-arrestin-1 -1.6%, Dynein transport 0.5, NOD2 inhibition 12%, M1AAP inhibition 3%, AID2073 9%, NOD1 NF-kB reporter -26%, KOR beta-arrestin-2 4%, Dynein transport cytoplasmic EGFP -0.28, Dynein transport nuclear GR-EGFP 0.38 and Dynein transport cell count 0.91.
`CC(C)(C)c1ccc(C(=O)Cn2nc(C(=O)O)c3ccccc3c2=O)cc1` gave P. falciparum M17LAP -6%, GPR55 activation -0.1%, KOR beta-arrestin-1 2.0%, Dynein transport 2.1, NOD2 inhibition -2%, M1AAP inhibition -6%, AID2073 -11%, NOD1 NF-kB reporter 0%, KOR beta-arrestin-2 22%, Dynein transport cytoplasmic EGFP -0.27, Dynein transport nuclear GR-EGFP 0.79 and Dynein transport cell count -0.66.

Only part of the results is shown; the hit share may differ from the screen's.
